NOD1 NF-kB reporter: NOD1 signaling inhibitors, primary screen, cell-based, luminescence, uHTS (AID 1578) | NOD1-driven NF-kB luciferase reporter cells, luminescence; higher % means a stronger effect | one-dose inhibition, % at 4 µM; EC50 in µM for titrated hits | 290,000 compounds, 1% hits; in the data active = inhibition mostly above about 36%, no sharp cut-off; inactive = mostly below about 34%;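 note: HEK-293T reporter cells stimulated with the NOD1 agonist gamma-tri-DAP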
Salmonella PhoP GFP: inhibitors of PhoP regulon expression, primary screen, Salmonella Typhimurium, GFP reporter (AID 1863); one-dose inhibition, % at 50 µM; IC50 in µM for titrated hits; S. Typhimurium PhoP-regulated promoter GFP reporter, 4 h; higher % means a stronger effect; 300,000 compounds, 0.16% hits;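 active = inhibition over 29.93%, a cutoff 3 SD above the screen mean, later confirmed by dose response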;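 note: 0% = low Mg2+ inducing control and 100% = high Mg2+ repressing control; strong numbers were not always called active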
KOR beta-arrestin-1: KOR agonists, beta-arrestin recruitment, primary screen, cell-based, luminescence, uHTS (AID 1777); KOR beta-arrestin recruitment, luminescence; higher % means a stronger effect; 280,000 compounds, 0.02% hits; activation, % at 10 µM; hits with a dose series show EC50 in µM; in the data active = activation above about 50%, passing the limit was not always enough; note: a part of the inactive calls stands beside numbers as strong as those of hits
Myeloid diff 2: compounds promoting myeloid differentiation. 360,000 compounds, 1% hits. calls only at 10 µM. ER-HoxA9 myeloid progenitors, lysozyme-GFP differentiation, flow cytometry;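 active = normalized GFP-positive differentiation at or above the plate's own cutoff, the solvent-only control mean plus 3 SD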;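 note: cells exposed to compound for four days before flow analysis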
HEK293 NOD2/NF-kB: NOD2 signaling inhibitors, cell-based, luminescence, uHTS, HEK293 (AID 1566). HEK293 NOD2/NF-kB luciferase reporter, luminescence; higher % means a stronger effect. 290,000 compounds, 0.63% hits. inhibition, % at 4 µM, or EC50 in µM where a hit was titrated; note: many of its hits are not listed in these tables
SIAH1 antagonists: blockers of Siah-1 interaction with plectin peptide – biochemical, fluorescence polarization, rhodamine-plectin, uHTS, primary screen (AID 1817) | Siah-1 / rhodamine-plectin peptide fluorescence polarization; higher % means a stronger effect | one-dose displacement, % at 20 µM; IC50 in µM for titrated hits | 290,000 compounds, 0.02% hits;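 active = displacement of at least 50% at 20 µM, with a fluorescence ratio check between 0.3 and a set limit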;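 note: plate controls were Siah plus tracer with DMSO for no effect and tracer alone without Siah for full effect; strong numbers were not always called active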
LYP inhibition: PTPN22 lymphoid phosphatase activity blockers – biochemical, fluorescence intensity, uHTS (AID 1779) | recombinant LYP phosphatase, fluorescence intensity; higher % means a stronger effect | 290,000 compounds, 0.054% hits | inhibition, % at 11.5 µM, or IC50 in µM where a hit was titrated;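 note: plate controls were vehicle with enzyme for no effect and no enzyme for full effect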
KOR beta-arrestin-2: KOR antagonists, beta-arrestin recruitment, cell-based, luminescence, uHTS (AID 1778). KOR beta-arrestin recruitment, luminescence, antagonist mode; higher % means a stronger effect. inhibition, % at 10 µM, or IC50 in µM where a hit was titrated. 290,000 compounds, 0.091% hits; note: strong numbers were not always called active
HIV fusion peptide: inhibitors of HIV fusion peptide binding, primary screen, biochemical, uHTS, fluorescence dequenching (AID 1986); cell-free peptide binding, fluorescence dequenching, 30 min; higher % means a stronger effect; inhibition, % at 20 µM, or IC50 in µM where a hit was titrated; 290,000 compounds, 0.3% hits; in the data active = inhibition mostly above about 52%, no sharp cut-off; inactive = mostly below about 76%; note: some results filed as inactive read as strong as hits
Myeloid diff 2 GFP+ MAC1+ %: also measured in Myeloid diff 2; calls as there; GFP+ MAC1+ double positive, %; measured here: differentiation confirmed by MAC1 staining
An asterisk follows results filed as active; i = inactive; / = no result given; + = active, no number; [ ] = dose if it differs, or a comment. Cut-off read from the data, not from the text of the source, unless noted: active = inhibition above about 50%; inactive = the rest. A portion of the library (hit frequency here may not be typical).

SMILES	NOD1 NF-kB reporter	Salmonella PhoP GFP	KOR beta-arrestin-1	Myeloid diff 2	Myeloid diff 2 GFP+ MAC1+ %	HEK293 NOD2/NF-kB	SIAH1 antagonists	LYP inhibition	KOR beta-arrestin-2	HIV fusion peptide
CC(C)COC(=O)n1c(SCC(=O)N(C)C)nc2ccccc21	-41.3%	-1.5%	4.7%	i	1.2	2.3%	3.0%	3.8%	-0.2%	-1.1%
Cc1cc[n+](-c2nc([O-])sc2/C=N/Nc2ccc([N+](=O)[O-])cc2)cc1	11.2%	19.4%	-6.9%	i	1.3	17.3%	-4.9%	-12.1%	-6.7%	1.6%
O=C(/C=C/c1ccccc1)c1ccccc1	-62.5%	-4.8%	0.5%	i	2.5	-17.9%	-1.0%	-1.1%	-35.2%	0.4%
CN1CCN(C(c2ccc(F)cc2)c2nnnn2Cc2cccs2)CC1 (stereo not drawn)	-17.0%	-2.6%	4.5%	i	0.4	4.6%	4.1%	-1.9%	4.5%	1.6%
CC(C)[C@H](NC(=O)c1ccccc1)C(=O)OCC(=O)Nc1ccc2c(c1)OCCO2	-11.5%	17.0%	-0.4%	i	0.3	13.9%	0.4%	-1.6%	14.2%	3.4%
COC(=O)c1c(NC(=O)Cc2ccccc2)sc2c1CCN(C(C)C)C2	-4.8%	/	2.7%	i	4.8	17.1%	-3.3%	-10.6%	-18.0%[20 µM]	1.6%
Cc1ccc(C(=O)COc2cc(C)nc3nncn23)cc1	-2.5%	-9.0%	0.3%	i	1.0	16.8%	1.1%	-9.4%	19.1%	-2.1%
COc1cc(OC)c2c(-c3ccccc3)cc(=O)oc2c1C(CCN1CCN(c2ccccc2)CC1)c1ccc(N(C)C)cc1 (stereo not drawn)	-4.2%	-3.1%	-0.7%	i	2.3	7.0%	-3.2%	-8.1%	11.1%	0.1%
CCOC(=O)c1cnc2ccc(Cl)cc2c1NCCN(C)C	-10.6%	1.1%	-3.7%	i	0.8	-12.2%	5.0%	-4.7%	19.2%	28.8%
CC(CN1CCCCC1)OC(=O)c1ccc2c(c1)OCCO2 (stereo not drawn)	3.8%	1.9%	-4.3%	i	1.2	5.7%	-3.2%	-7.3%	3.1%	-0.5%
O=C(Cc1ccccc1[N+](=O)[O-])NC1CC2CCC1C2 (stereo not drawn)	-7.5%	10.3%	-4.4%	i	0.9	14.8%	4.2%	-5.8%	12.3%	2.1%
COc1ccc(NC(=O)CSc2nnc(C3CCCCC3)n2N)cc1	4.0%	-4.7%	1.2%	i	0.5	24.4%	-2.7%	-3.7%	-3.1%	2.3%
COc1ccc(C(=O)NCCc2cn3ccc(C)cc3n2)cc1	-12.1%	8.4%	-1.4%	i	1.8	1.6%	7.8%	-4.6%	14.3%	-1.0%
CCOc1ccc(N(CC(=O)NCc2ccccc2)S(=O)(=O)c2ccc(C)cc2)cc1	-17.7%	3.6%	-1.8%	i	0.5	3.4%	4.6%	-1.5%	9.8%	-0.4%
Cc1c(C(=O)N(C)c2cccc(Cl)c2)cnn1-c1ccccc1	10.1%	3.3%	1.0%	i	0.3	3.7%	-2.3%	-9.9%	-25.6%[20 µM]	-1.5%
CCc1ccc(NC(=O)C(CC)c2ccccc2)cc1 (stereo not drawn)	-23.5%	-5.9%	7.4%	i	0.3	-13.8%	-1.9%	6.0%	-28.1%	1.5%
NC(=O)c1ccc2c(c1)S(=O)(=O)c1ccccc1C2=O	14.0%	-3.0%	2.7%	i	0.5	-20.2%	-5.2%	-4.4%	-3.2%	1.5%
O=[N+]([O-])c1ccc(Cl)c(/C=N/N2CCN(c3ccccc3)CC2)c1	/	8.8%	-2.0%	i	0.7	11.5%	1.3%	4.3%	3.3%	-3.1%
O=C(NCC1CCCO1)c1c(O)c2c([nH]c1=O)CCCC2 (stereo not drawn)	-7.8%	-9.1%	-8.8%	i	1.6	-4.4%	-1.6%	-0.6%	-17.3%	-1.0%
Cc1cccc(-n2nnnc2SCC(=O)c2cc(C)n(CC3CCCO3)c2C)c1 (stereo not drawn)	-35.0%	-0.6%	/	i	1.5	-7.5%	1.4%	15.0%	-23.9%	5.2%
O=C(CNS(=O)(=O)c1ccc(Br)cc1)N1CCN(Cc2ccccc2)CC1	5.5%	11.9%	0.7%	i	0.9	-9.4%	3.9%	-12.6%	-17.5%	-2.7%
O=C(Cn1c(C(F)(F)F)nc2ccccc21)c1ccccc1	-4.8%	13.6%	1.5%	i	4.1	20.1%	-3.4%	1.5%	-18.7%	0.3%
CCOC(=O)CSc1[nH]c2cc(OC)ccc2c1[N+](=O)[O-]	12.5%	-2.6%	/	i	0.3	-11.5%	-5.1%	-2.0%	-4.5%[20 µM]	-2.6%
CCC(C)(C)NC(=O)C(c1ccncc1)N(C(=O)c1sc(C)nc1C)c1ccc(C)cc1 (stereo not drawn)	2.6%	-2.0%	-1.3%	i	0.3	-11.7%	-4.1%	-5.9%	-3.3%	-0.3%
CC(=O)c1noc(C)c1C(=O)Nc1nccs1	11.9%	-8.9%	-0.8%	i	1.5	19.5%	-0.9%	-7.0%	13.1%	-1.8%
COc1cc(/C=C/C(=O)NC(C)CCc2ccccc2)cc(OC)c1OC (stereo not drawn)	1.0%	10.7%	-0.6%	i	0.6	-1.4%	-2.6%	-3.5%	/	-0.6%
O=C(NC(=S)NCC1CCCO1)c1ccc([N+](=O)[O-])cc1 (stereo not drawn)	-13.5%	6.0%	0.1%	i	0.5	-17.3%	-3.3%	-4.5%	-37.7%	-0.7%
Cc1c(Cl)cccc1Nc1ncccc1C(=O)OCC(O)CO (stereo not drawn)	-8.4%	-3.4%	2.8%	/	/	8.9%	-0.1%	-1.4%	3.2%	0.3%
CCN(CC(=O)NC1CCS(=O)(=O)C1)c1nc(-c2ccccc2)nc2ccccc12 (stereo not drawn)	-23.0%	2.9%	1.0%	i	0.5	1.2%	2.5%	0.4%	12.8%	-1.9%
COc1ccc(NC(=O)c2cnc(C)cn2)cc1-n1cnnn1	/	-0.8%	-1.2%	i	0.4	-11.4%	0.1%	-0.6%	14.0%	1.0%
COC(=O)C1C(=O)C2=C(CC1C)NC(C)=C(C(=O)OCCOc1ccccc1)C2c1ccc(C)o1 (stereo not drawn)	-8.8%	-7.0%	0.4%	i	0.7	8.4%	6.7%	0.7%	-48.4%	1.0%
Cc1cccc(N(CC(=O)N2CCc3ccccc3C2)S(C)(=O)=O)c1C	-6.2%	-7.8%	2.2%	i	1.1	13.5%	3.2%	-4.9%	-35.4%[20 µM]	1.0%
O=[N+]([O-])c1ccc(CSc2ccc(-c3ccccn3)nn2)cc1	-36.9%	1.5%	22.5%	i	0.2	-62.6%	-0.7%	-2.2%	-1.0%	-1.7%
COc1ccc(Cl)cc1NC(=O)C1CSC(c2ccncc2)=N1 (stereo not drawn)	-1.4%	-0.1%	-1.6%	+	9.0*	5.1%	3.3%	-2.3%	-2.0%	-1.4%
Cc1ccc(N2C(=O)C3N=NN(CC(=O)N4N=C(c5cccc6ccccc56)CC4c4ccccc4)C3C2=O)cc1 (stereo not drawn)	-19.9%	-11.7%	-2.1%	i	0.5	8.5%	8.2%	3.1%	18.6%	17.0%
C=CCC(CC(O)COCCC)C(=O)NNC(=S)Nc1ccccc1 (stereo not drawn)	7.9%	8.6%	-0.9%	i	0.6	0.0%	-2.3%	-8.1%	18.2%	-2.1%
Cc1ccc(S(=O)(=O)Cc2cc(-c3ccc(Cl)cc3)no2)cc1	-6.2%	1.2%	-6.3%	i	0.1	-8.5%	3.0%	-1.1%	-2.8%	1.4%
O=C(COC(=O)C1CCN(S(=O)(=O)c2ccc3c(c2)OCCO3)CC1)Nc1ccccc1OC(F)F	-22.8%	2.7%	0.2%	i	0.6	13.4%	8.9%	0.4%	-19.1%	-0.5%
NC(=O)CC(NC(=O)c1ccc(Br)cc1)c1ccc(NCc2ccc(F)cc2)c([N+](=O)[O-])c1 (stereo not drawn)	-0.3%	-0.5%	0.1%	i	1.3	6.7%	2.5%	-6.4%	21.3%	5.3%
O=C(c1ccco1)N1CCN(Cc2nnnn2C2CCCCC2)CC1	0.2%	3.5%	-3.4%	i	0.9	-10.6%	-6.7%	-1.5%	-12.5%	-1.2%
Cc1ccccc1NC(=O)CSc1nnc(CNC(=O)c2ccc3c(c2)OCO3)n1C	-14.8%	2.9%	-0.8%	i	2.0	-2.5%	-3.4%	-8.7%	-37.4%	-0.2%
O=C(Nc1cccnc1)C1CCN(S(=O)(=O)c2ccc(Cl)cc2)CC1	-42.5%	2.2%	3.9%	i	0.0	-2.9%	3.5%	-6.7%	-21.0%	0.0%
CCCn1cc(CN2CCC(N3CCC(C(=O)N4CCOCC4)CC3)CC2)c(C)n1	-4.0%	-8.1%	-2.2%	i	0.1	3.9%	-1.7%	-12.7%	-7.9%	3.0%
C=CCn1c(-c2csc(-c3ccc(Cl)cc3)n2)n[nH]c1=S	-22.7%	-6.6%	1.1%	i	0.8	-2.5%	3.5%	4.9%	3.3%	-3.0%
CS(=O)(=O)N1CCC(Oc2ccccc2C(=O)N2CCCCC2CO)CC1 (stereo not drawn)	-20.8%	6.0%	/	i	0.9	2.9%	-0.4%	-4.0%	-21.8%[20 µM]	-0.4%
O=C(Nc1ccccc1)OCCNC(=O)c1cccc(Cl)c1	-9.5%	3.9%	-5.3%	i	0.8	23.2%	1.3%	-9.1%	14.7%	2.4%
CCOC(=O)CN(C(=O)CSc1nnc(Cc2ccccc2)n1-c1ccc(C)cc1)c1ccccc1	-23.3%	1.5%	-3.8%	i	1.2	-8.6%	8.0%	-1.3%	-7.2%	1.4%
N/C(=N\OC(=O)c1ccc(Cl)cc1Cl)c1ccncc1	-3.2%	-12.6%	3.2%	i	1.3	-66.0%	4.7%	-3.5%	27.5%	0.8%
O=C(Cc1ccccc1)N1CCCC(c2nc(-c3ccc(S(=O)(=O)N4CCCC4)cc3)no2)C1 (stereo not drawn)	6.9%	-5.5%	6.0%	i	1.9	16.4%	-1.5%	-0.9%	-3.8%	3.0%

3 compounds picked at random from the list so far, as already listed:
SMILES	NOD1 NF-kB reporter	Salmonella PhoP GFP	KOR beta-arrestin-1	Myeloid diff 2	Myeloid diff 2 GFP+ MAC1+ %	HEK293 NOD2/NF-kB	SIAH1 antagonists	LYP inhibition	KOR beta-arrestin-2	HIV fusion peptide
CCOC(=O)CN(C(=O)CSc1nnc(Cc2ccccc2)n1-c1ccc(C)cc1)c1ccccc1	-23.3%	1.5%	-3.8%	i	1.2	-8.6%	8.0%	-1.3%	-7.2%	1.4%
N/C(=N\OC(=O)c1ccc(Cl)cc1Cl)c1ccncc1	-3.2%	-12.6%	3.2%	i	1.3	-66.0%	4.7%	-3.5%	27.5%	0.8%
O=C(Nc1ccccc1)OCCNC(=O)c1cccc(Cl)c1	-9.5%	3.9%	-5.3%	i	0.8	23.2%	1.3%	-9.1%	14.7%	2.4%

Screens: PubChem BioAssay, several laboratories
